Screening data: PubChem, several laboratories
Neddylation inh: inhibitors of human cullin neddylation. P61081+Q13564. AID 651699. calls only at 25 µM. hit rate 0.58% among 360,000. TR-FRET cullin neddylation, biochemical; in the data active = inhibition above about 36%
CSN deneddyl inh: blocks human CSN-mediated cullin deneddylation | Q92905 | Purified CSN, SCF-Nedd8-OG deneddylation, fluorescence polarization | inhibition, % at 12.5 µM | hit rate 0.38% among 360,000 | AID 651999;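 active = pattern-corrected inhibition above about 35%, with an unprinted fluorescence ratio check between 0.5 and 1.5, limit read from the data, passing the limit was not always enough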;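 also: 0% = enzyme with substrate and 100% = substrate without enzyme; some results filed as inactive read as strong as hits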
Target sequence (Q92905 whole entry, looked up, one chain of several): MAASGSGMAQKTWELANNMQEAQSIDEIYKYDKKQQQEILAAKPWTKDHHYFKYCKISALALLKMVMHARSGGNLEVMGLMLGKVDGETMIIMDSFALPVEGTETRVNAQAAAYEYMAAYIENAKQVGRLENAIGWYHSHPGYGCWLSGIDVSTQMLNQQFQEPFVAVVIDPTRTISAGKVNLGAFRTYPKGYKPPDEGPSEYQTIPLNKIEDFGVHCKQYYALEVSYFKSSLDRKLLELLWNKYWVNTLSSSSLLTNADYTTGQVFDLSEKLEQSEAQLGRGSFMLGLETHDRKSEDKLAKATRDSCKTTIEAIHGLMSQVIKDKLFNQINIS
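Schedule: reaction 90 min, room temperature / Assay system: HEK293T-derived human Csn5 enzyme / Input: Csn5 at 0.24 nM final / Measure: inhibition of Csn5 cleavage, % / Control set: substrate-only high control, full reaction low control / Technique: fluorescence polarization of the substrate / Buffer or medium: Tris/NaCl/DTT buffer, pH 7.5 / Reagent: SCFSkp2-Nedd8OG substrate at 10 nM final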
FAS TE block: FAS thioesterase (human) inhibition | inhibition, % at 15 µM | P49327 | hit rate 0.67% among 360,000 | recombinant FAS-TE, OMFH fluorogenic substrate, fluorescence endpoint;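 active = compounds whose normalised, plate-corrected inhibition of enzyme fluorescence in the single-dose primary screen is 50% or more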;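 also: 0% = DMSO with enzyme and 100% = substrate without enzyme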
MsrA inh: bovine MsrA inhibition | purified bovine MsrA, absorbance read-out | hit rate 0.75% among 360,000 | AID 651718 | inhibition, % at 15.5 µM; in the data active = inhibition above about 4.5%;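 also: 0% = vehicle wells with enzyme and 100% = reference inhibitor wells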
E coli Lon inh: E. coli protease La inhibition; P0A9M0; purified E. coli Lon protease, fluorescence polarization; inhibition, % at 7.94 µM; hit rate 0.42% among 360,000; in the data active = inhibition above about 13%, passing the limit was not always enough;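 also: 0% = enzyme with probe and DMSO and 100% = no enzyme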
Rin1 Abl inh: blocks binding of human Rin1 to Abl; P00519+Q13671; TR-FRET Rin1/Abl binding, biochemical; inhibition, % at 7.35 µM; hit rate 0.4% among 360,000; AID 588664; in the data active = inhibition above about 5%, passing the limit was not always enough
MLLE-PAM2 inh: inhibitors of microRNA-mediated deadenylation, human PABP1 MLLE binding | GST-MLLE / FITC-PAM2 fluorescence polarization | AID 588489 | inhibition, % at 20 µM | hit rate 0.36% among 360,000; in the data active = inhibition above about 35%, passing the limit was not always enough;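 also: plate controls were DMSO wells with GST-MLLE for no effect and wells lacking GST-MLLE protein for full effect; some results filed as inactive read as strong as hits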
bovine MsrA act: bovine methionine sulfoxide reductase A activation. purified bovine MsrA, absorbance read-out. hit rate 0.3% among 360,000. activation, % at 10.6 µM; in the data active = activation above about 7.5%;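 also: 0% = vehicle and 100% = reference activator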
TbMetRS inhib: blocks T. brucei methionyl-tRNA synthetase activity; purified T. brucei MetRS, ATP depletion, Kinase-Glo luminescence; inhibition, % at 11.9 µM; hit rate 0.4% among 360,000; AID 624268;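 active = inhibition above a per-plate cutoff of the control wells' mean inhibition plus 3 SD, cut at about 5.5% in these data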;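 also: 0% = DMSO wells median and 100% = median of wells with control inhibitor compound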
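Test system: purified T. brucei MetRS enzyme. Also added: ATP, methionine and E. coli bulk tRNA substrates. Compound: 11.9 µM single point. Schedule: 15 min enzyme-compound preincubation, 2 h reaction, 10 min detection, 25 °C. Signal: luciferase luminescence of residual ATP, Kinase-Glo. Evaluation: percent inhibition versus plate control medians. Controls: DMSO wells, low control.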
* marks the source's active call; other numbers are inactive results; i = inactive; . = not tested or not shown.

SMILES | Neddylation inh | CSN deneddyl inh | FAS TE block | MsrA inh | E coli Lon inh | Rin1 Abl inh | MLLE-PAM2 inh | bovine MsrA act | TbMetRS inhib
CCN1C(=O)c2cccc3c(NC(=O)C(C)(C)C)ccc1c23 | i | 0.0 | -4.0 | 0.8 | -5.4 | -0.3 | 5.4 | -4.3 | -0.6
Cc1ccc(C2N(c3ccccc3)C(=O)N3CCCN23)cc1 (centres undefined) | i | 0.0 | -6.4 | -1.7 | 36.0* | -0.5 | -8.7 | -11.4 | -0.8
CCC(C)(C(=O)NC1CCCCC1)N(CC1CCCO1)C(=O)c1ccccn1 (centres undefined) | i | 0.9 | -8.2 | 1.9 | -8.1 | -2.8 | -4.5 | -2.9 | -1.0
Cc1cccc(NC(=O)CSc2nccn2Cc2ccco2)c1 | i | 0.0 | -4.9 | 0.4 | -5.1 | 0.6 | -6.9 | -12.8 | -0.6
COc1ccc(OC)c(C(O)c2nc3ccccc3n2C(C)C)c1 (centres undefined) | i | 0.9 | -7.1 | -0.8 | -1.3 | -0.4 | -6.5 | -8.3 | -0.6
COc1ccc(C(=O)OCC(=O)Nc2cc(S(=O)(=O)N3CCOCC3)ccc2N2CCCC2)cc1 | i | 0.8 | 6.0 | 0.3 | -4.7 | 0.5 | -6.0 | -2.8 | 0.5
O=C(O)c1ccc(CNC(=O)c2ccc(C(F)(F)F)cc2)cc1 | i | -2.4 | -2.5 | -0.8 | 4.5 | 2.5 | -0.7 | -2.1 | -0.1
FC(F)(F)c1ccc(N2CCOCC2)c(Nc2nc3ccccc3n3cnnc23)c1 | . | 4.7 | 35.6 | . | -149.1 | 3.3 | -42.0 | -1.5 | -0.2
NS(=O)(=O)c1cccc(NC(=O)c2cccc(Oc3ccccc3)c2)c1 | i | 0.4 | 10.5 | 0.5 | 5.4 | 1.2 | 5.6 | -0.6 | 0.0
O=C(CCc1ccc(O)c(O)c1)NNC(=S)Nc1ccc(Br)cc1Cl | i | -14.8 | -1.1 | 0.7 | 7.9 | -0.3 | 35.6 | -3.8 | -1.3
COc1ccc(C(C)NC(=S)NCc2ccc(F)cc2)cc1 (centres undefined) | i | -2.9 | 1.9 | 0.4 | -5.3 | 1.3 | -83.1 | -6.5 | -0.3
O=C(CSc1nnc(COc2ccc(Cl)cc2)o1)N(c1ccccc1)C1CCS(=O)(=O)C1 (centres undefined) | i | -3.8 | 5.8 | 0.1 | -0.2 | -0.6 | -9.0 | -4.1 | -0.1

Looked up one by one from the entries so far (2):
SMILES | Neddylation inh | CSN deneddyl inh | FAS TE block | MsrA inh | E coli Lon inh | Rin1 Abl inh | MLLE-PAM2 inh | bovine MsrA act | TbMetRS inhib
O=C(CSc1nnc(COc2ccc(Cl)cc2)o1)N(c1ccccc1)C1CCS(=O)(=O)C1 (centres undefined) | i | -3.8 | 5.8 | 0.1 | -0.2 | -0.6 | -9.0 | -4.1 | -0.1
COc1ccc(OC)c(C(O)c2nc3ccccc3n2C(C)C)c1 (centres undefined) | i | 0.9 | -7.1 | -0.8 | -1.3 | -0.4 | -6.5 | -8.3 | -0.6

Next part
SMILES | Neddylation inh | CSN deneddyl inh | FAS TE block | MsrA inh | E coli Lon inh | Rin1 Abl inh | MLLE-PAM2 inh | bovine MsrA act | TbMetRS inhib
CCOc1ccc(C(=O)c2cnc3ccccc3c2N2CCN(CC)CC2)cc1 | i | -1.8 | -28.2 | 1.0 | 1.8 | -0.3 | -9.3 | -4.6 | 3.7
COc1cccc(-c2ccc3nnc(SCC(=O)N4CCCC4)n3n2)c1 | i | -2.8 | -1.1 | 0.7 | -1.1 | -4.5 | 9.5 | 2.1 | -0.4
Cc1noc(C)c1C(c1ccccc1)S(=O)(=O)c1ccccc1 (centres undefined) | i | -16.0 | -1.8 | -0.2 | -3.0 | -1.3 | 1.3 | 2.7 | -0.3
O=C(c1cnn(-c2ccccc2)c1)c1ccccc1O | i | -3.4 | 11.8 | 2.1 | -5.0 | -2.9 | -7.0 | -5.5 | -1.5
Cc1ccc(C(=O)NCc2ccc3c(c2)OCO3)cc1Cl | i | -0.8 | 10.2 | -1.6 | -6.4 | 0.5 | 9.1 | -1.6 | -0.2
C[C@H](CO)N1C[C@H](C)[C@@H](CN(C)Cc2ccc3c(c2)OCO3)Oc2cc(Br)ccc2S1(=O)=O | i | -9.6 | 19.5 | -0.9 | 6.6 | 2.7 | -6.0 | -0.6 | 0.9
CN(C)S(=O)(=O)c1cccc(CSc2cccc[n+]2[O-])c1 | i | 6.3 | -7.3 | -0.9 | -3.3 | 2.3 | 12.9 | -7.7 | -0.9
O=C(Nc1ccc(N2C(=O)C3C4C=CC(C4)C3C2=O)cc1)Nc1nnc(C(F)(F)F)s1 (centres undefined) | i | 1.4 | -0.2 | 0.4 | -0.4 | -0.4 | 6.9 | 3.8 | 0.2
CN(C(=O)COC(=O)c1cc2c(s1)CCCCC2)c1ccccc1 | i | -1.3 | 7.4 | -1.0 | 29.6* | -0.2 | 16.6 | -6.5 | -0.5
O=C(O)CCSc1nnc(-c2cccnc2)n1-c1ccccc1 | i | -2.0 | -8.7 | . | 9.2 | -2.8 | 16.9 | -0.8 | -0.1
COc1ccc(/C=N/Nc2nc3ccccc3o2)cc1O | i | -1.9 | -3.4 | 3.2 | 2.1 | -1.7 | -13.2 | -8.9 | -0.8
O=C(COc1ccc(Br)cc1CO)Nc1ccc(S(=O)(=O)N2CCCC2)cc1 | i | -0.7 | 13.2 | -0.5 | 7.6 | -0.8 | 12.5 | -2.3 | -0.3

3 of the entries above in order of their number in TbMetRS inhib, lowest first.
SMILES	Neddylation inh	CSN deneddyl inh	MsrA inh	E coli Lon inh	Rin1 Abl inh	MLLE-PAM2 inh	bovine MsrA act	TbMetRS inhib
O=C(COc1ccc(Br)cc1CO)Nc1ccc(S(=O)(=O)N2CCCC2)cc1	i	-0.7	-0.5	7.6	-0.8	12.5	-2.3	-0.3
Cc1ccc(C(=O)NCc2ccc3c(c2)OCO3)cc1Cl	i	-0.8	-1.6	-6.4	0.5	9.1	-1.6	-0.2
O=C(O)CCSc1nnc(-c2cccnc2)n1-c1ccccc1	i	-2.0	.	9.2	-2.8	16.9	-0.8	-0.1

The results go on:
SMILES | Neddylation inh | CSN deneddyl inh | FAS TE block | MsrA inh | E coli Lon inh | Rin1 Abl inh | MLLE-PAM2 inh | bovine MsrA act | TbMetRS inhib
COc1ccc(OCCC(=O)NC2=NCCS2)cc1 | i | 2.7 | -5.0 | -0.1 | 9.5 | -2.5 | 28.7 | -0.2 | 0.0
Cc1ccc(S(=O)(=O)N2CCSC2C(=O)O)cc1 (centres undefined) | i | 0.8 | -12.8 | 0.7 | -2.3 | -6.4 | 10.3 | 2.2 | -0.5
C=C(C)[C@H]1CC=C(C)/C(=N/NC(=O)CNc2ccccc2OC)C1 | i | 8.4 | 6.8 | -0.1 | 4.9 | -1.4 | -8.4 | -0.8 | -0.7
O=C(/C=C/Nc1ccc(Nc2ccccc2)cc1)c1cccs1 | i | 36.9* | -2.4 | 0.5 | -42.0 | -1.1 | -124.0 | -4.4 | -1.0

Three entries from above, sorted by length of the SMILES, lowest first:
SMILES | Neddylation inh | CSN deneddyl inh | FAS TE block | MsrA inh | E coli Lon inh | Rin1 Abl inh | MLLE-PAM2 inh | bovine MsrA act | TbMetRS inhib
COc1ccc(OCCC(=O)NC2=NCCS2)cc1 | i | 2.7 | -5.0 | -0.1 | 9.5 | -2.5 | 28.7 | -0.2 | 0.0
Cc1ccc(S(=O)(=O)N2CCSC2C(=O)O)cc1 (centres undefined) | i | 0.8 | -12.8 | 0.7 | -2.3 | -6.4 | 10.3 | 2.2 | -0.5
C=C(C)[C@H]1CC=C(C)/C(=N/NC(=O)CNc2ccccc2OC)C1 | i | 8.4 | 6.8 | -0.1 | 4.9 | -1.4 | -8.4 | -0.8 | -0.7
